Screening data as filed in PubChem BioAssay.
Anthrax LF prot – blocks Bacillus anthracis lethal factor protease; inhibition, % at 10 µM; P15917; hit rate 0.12% among 360,000; multiplex microsphere protease cleavage assay, LF; also: plate controls were buffer without enzyme for full effect and enzyme alone for no effect
Target sequence (P15917 whole entry, looked up): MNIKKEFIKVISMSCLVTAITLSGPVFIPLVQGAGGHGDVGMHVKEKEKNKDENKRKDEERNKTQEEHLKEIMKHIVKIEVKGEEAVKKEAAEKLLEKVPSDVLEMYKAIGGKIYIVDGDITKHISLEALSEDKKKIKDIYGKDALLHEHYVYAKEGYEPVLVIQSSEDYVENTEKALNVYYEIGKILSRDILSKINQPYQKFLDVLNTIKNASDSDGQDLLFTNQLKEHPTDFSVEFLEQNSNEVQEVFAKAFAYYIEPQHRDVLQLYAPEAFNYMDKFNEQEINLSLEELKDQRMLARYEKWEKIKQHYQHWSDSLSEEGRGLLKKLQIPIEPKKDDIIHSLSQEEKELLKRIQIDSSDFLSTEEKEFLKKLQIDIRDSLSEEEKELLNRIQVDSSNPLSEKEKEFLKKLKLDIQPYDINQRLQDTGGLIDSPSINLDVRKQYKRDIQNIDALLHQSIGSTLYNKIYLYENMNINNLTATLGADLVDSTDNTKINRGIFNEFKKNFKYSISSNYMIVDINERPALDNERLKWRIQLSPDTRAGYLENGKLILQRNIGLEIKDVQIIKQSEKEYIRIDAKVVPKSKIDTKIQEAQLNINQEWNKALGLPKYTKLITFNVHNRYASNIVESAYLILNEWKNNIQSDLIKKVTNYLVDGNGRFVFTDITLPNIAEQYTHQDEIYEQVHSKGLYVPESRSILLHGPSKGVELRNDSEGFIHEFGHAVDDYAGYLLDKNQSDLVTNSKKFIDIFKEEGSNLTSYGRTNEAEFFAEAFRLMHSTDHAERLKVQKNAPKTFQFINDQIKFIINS
BoNT A protease – inhibitors of Botulinum neurotoxin A light chain protease | multiplex microsphere protease substrate cleavage, flow cytometry | inhibition, % at 10 µM | hit rate 0.17% among 360,000 | AID 588499; also: plate controls were buffer without enzyme for full effect and enzyme alone for no effect
Y pestis TopoI – blocks Yersinia pestis topoisomerase I activity; Y. pestis Topo-I cleavage product accumulation, plate reader; activity, % at 10 µM; hit rate 0.064% among 360,000; AID 504884; in the data active = activity above about 50%, passing the limit was not always enough; inconclusive = no clear call, values can overlap the other calls; also: inactives centre near 2
TcdB GH inh – blocks C. difficile toxin B glycohydrolase activity. P18177. TcdB glycohydrolase enzymatic assay, plate reader. inhibition, % at 9.99 µM. hit rate 0.24% among 350,000. AID 652162; in the data active = inhibition above about 10%
CCHF vOTU inh – blocks the CCHF virus ovarian tumor domain protease | inhibition, % at 11.5 µM | hit rate 0.55% among 370,000 | CCHFV vOTU protease, Pep-AMC fluorescence; in the data active = inhibition above about 30%; also: 0% = vehicle wells with enzyme and 100% = no enzyme wells
BH1578 lux ind – induces V. cholerae light production without autoinducers; hit rate 0.16% among 350,000; V. cholerae BH1578 lux reporter, luminescence, 6 h; AID 588436; activation, % at 18.7 µM; in the data active = activation mostly above about 9.7%, no sharp cut-off; inconclusive = no clear call, values can overlap the other calls; inactive = mostly below about 3.7%; also: not every result past the cut was called active; inactives centre near 0; reference of the scale not given here
VHR inh abs – inhibitors of human VHR1 phosphatase (DUSP3) | inhibition, % at 13.3 µM | P51452 | recombinant VHR phosphatase, pNPP absorbance | hit rate 0.52% among 290,000; in the data active = inhibition above about 50%; also: some compounds called inactive have numbers as strong as hits
Target sequence (P51452 whole entry, looked up): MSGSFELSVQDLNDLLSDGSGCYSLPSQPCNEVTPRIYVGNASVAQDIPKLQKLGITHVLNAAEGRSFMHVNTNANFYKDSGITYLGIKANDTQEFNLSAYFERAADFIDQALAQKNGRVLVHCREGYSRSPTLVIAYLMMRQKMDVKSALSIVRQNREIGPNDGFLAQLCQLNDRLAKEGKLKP
PfHsp40 rescue – restores yeast growth despite PfHsp40 toxicity; hit rate 0.68% among 340,000; AID 504582; growth rescue, % at 12.5 µM; S. cerevisiae expressing PfHsp40, growth rescue, ATP luminescence; in the data active = growth rescue above about 28%, passing the limit was not always enough; inconclusive = no clear call, values can overlap the other calls;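 also: yeast W303a lacking pdr1 and pdr3 grown in galactose medium; growth measured after three days at 30 °C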
SSB-PriA inh – blocks PriA binding to SSB C-terminal tail; AlphaScreen SSBct-PriA binding, biotinylated peptide; inhibition, % at 33 µM; hit rate 0.6% among 430,000; AID 1272365; in the data active = inhibition mostly above about 37%, no sharp cut-off; inactive = mostly below about 20%;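 also: plate controls were negative control peptide for no effect and reference peptide for full effect; strong numbers were not always called active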
3CLpro inhibitor – SARS-CoV 3CLpro protease inhibition; P0C6X7; recombinant SARS-CoV 3CLpro, quenched FRET peptide cleavage; inhibition, % at 6 µM; hit rate 0.14% among 290,000; AID 1706; in the data active = inhibition above about 12%
The depositor's hits bear a star; i = inactive; ? = inconclusive; / = not tested or not shown; & = joins results of further samples. Rule as the data show it, unless noted: active = inhibition above about 30%; inconclusive = no clear call, values can overlap the other calls; inactive = below that. Some of the compounds tested (hit frequency here may not be typical).

SMILES | Anthrax LF prot | BoNT A protease | Y pestis TopoI | TcdB GH inh | CCHF vOTU inh | BH1578 lux ind | VHR inh abs | PfHsp40 rescue | SSB-PriA inh | 3CLpro inhibitor
Cc1cccc(OCc2nnc(SCC(=O)NCC3CCCO3)n2C)c1 (stereo not drawn) | 0 | 0.2 | -6 | 1.0 | -10 | 0.0 | 26 | 0.0 | -5 | -1
C/C(=N/NC(=O)c1ccc(C(C)(C)C)cc1)c1cccnc1 | / | / | 13 | -0.9 | -4 | i | / | / | / | /
COc1ccc(-c2cc(N)n(S(=O)(=O)Cc3ccccc3)n2)c(OC)c1 | 6 | -0.5 | 4 | 5.1 | 2 | -0.2 | 14 | 0.1 | 6 | 0
O=C(CNC(=O)C1COc2ccccc2O1)N/N=C\c1ccc(Cl)cc1 (stereo not drawn) | / | / | 6 | 2.4 | 1 | i | 8 | 1.9 | / | -2
O=C(Nc1ccc(Cl)c(S(=O)(=O)N2CCCCC2)c1)c1cccnc1 | -1 | -0.9 | -4 | 1.3 | 7 | -5.7 | / | 0.6 | -22 | /
COc1ccc(OC)c(S(=O)(=O)N2CCCCC2C(=O)O)c1 (stereo not drawn) | -2 | -0.5 | -8 | 0.9 | -7 | -2.0 | -7 | -0.3 | 2 | -6
O=C(NCc1ccccn1)C(=O)NCC1OCCN1S(=O)(=O)c1ccc(Br)cc1 (stereo not drawn) | -2 | -0.4 | 8 | 1.3 | -9 | -0.2 | 18 | 0.3 | 8 | -2
Cc1ccc(CNC(=O)C2CCCC2)cc1 | -3 | 1.3 | 6 | -0.2 | 8 | -0.7 | / | -0.5 | -7 | /
CC(=O)C1=NN(c2ccccc2)C(c2ccc3c(c2)OCO3)N1c1ccc(N2CCOCC2)cc1 (stereo not drawn) | -2 | 2.1 | -6 | / | 8 | 1.1 | -6 | 0.3 | 17 | 2
CSC1=NCCN1C(=O)C(C)(C)Oc1ccc(Cl)cc1 | 7 | 0.3 | 5 | 0.2 | 3 | -0.3 | / | -1.1 | -8&-6 | 2
Cc1csc(=O)n1CCC(=O)OCC(=O)NCc1ccccc1 | -2 | -0.3 | -3 | 1.5 | -4 | -0.3 | / | / | / | /
CCOc1ccc(S(=O)(=O)Nc2ccc(F)cc2)c(C)c1C | 0 | -1.3 | 12 | / | 13 | i | -9 | ? | -30 | 4
CC(C(=O)Nc1ccccc1-c1ccccc1)N1CCN(S(=O)(=O)c2ccccc2)CC1 (stereo not drawn) | 1 | -1.2 | 41 | 2.0 | 7 | -0.4 | 26 | 0.1 | 6 | -1
CCCC(=O)Nc1ccc(C(=O)COC(=O)C2CC2C)cc1 (stereo not drawn) | -1 | -0.7 | -5 | -0.2 | 17 | i | / | ? | -12 | /
CCC(C)C(=O)Nc1cc(C(=O)OC)ccc1C(=O)OC (stereo not drawn) | -2 | -0.2 | -7 | 0.6 | / | -0.4 | 10 | -1.1 | -4 | 4
Cc1ccc([N+](=O)[O-])cc1NC(=O)c1c(-c2ccccc2)noc1C | 2 | 5.3 | 5 | 1.0 | 2 | i | 10 | -2.4 | -10 | 1
CC(=O)c1cccc(-c2cnc3c(NC=O)cc(-c4ccc(F)cc4)cn23)c1 | -2 | -0.3 | 11 | -0.2 | 14 | 0.5 | / | / | / | /
Cc1ccc(N2C(=O)CC(NNc3nc4ccccc4s3)C2=O)cc1 (stereo not drawn) | 0 | 0.2 | -3 | / | -16 | -3.7 | -10 | 0.7 | -9 | 6
CCc1nc2ccc(F)cc2c(C(=O)NC2CCCCC2C)c1C (stereo not drawn) | -6 | -2.6 | 9 | 0.3 | 3 | i | 7 | 0.3 | -9 | -4
COc1ccc(CCNC(=O)Cc2ccc(Cl)cc2)cc1OC | -2 | 1.4 | 1 | -0.1 | 5 | 0.7 | 27 | 0.1 | -22 | 3
CCC(C)NS(=O)(=O)c1ccc(NS(=O)(=O)c2ccccc2[N+](=O)[O-])cc1 (stereo not drawn) | -3 | 0.3 | 4 | -0.2 | -7 | -0.9 | 3 | 0.0 | -3 | 6
COc1ccc(CNc2nccs2)cc1 | / | / | -5 | 0.7 | -9 | 0.0 | 4 | 0.8 | -14 | -2
CN(C)/C=C/C(=O)c1ccc(N2CCN(c3ncc(C(F)(F)F)cc3Cl)CC2)cc1 | 1 | 0.0 | 33 | / | -14 | -0.6 | 12 | 6.1 | 8 | -2
CCC(C)NC(=O)c1ccccc1C(=O)NC(C)CC (stereo not drawn) | -3 | -3.5 | 2 | / | 10 | 2.5 | 3 | -2.5 | -27 | 5
COC(=O)c1cccc(NS(=O)(=O)c2ccc(OC)c(C(=O)N3CCOCC3)c2)c1C | 2 | -0.7 | 5 | 1.2 | -2 | -2.2 | 22 | -0.4 | -12 | -4
COc1ccccc1OCC(=O)N(Cc1nc(-c2ccccc2)no1)C1CCCCC1 | 0 | 0.3 | 37 | / | 14 | 5.0 | -14 | 0.4 | -18 | 4
Cc1cc(C)n(C(=O)CNC(=O)c2ccc3c(c2)OCCO3)n1 | 0 | -0.5 | -5 | / | 4 | i | 13 | -1.4 | -6 | 0
CC(=O)Nc1cccc2c1Cc1ccccc1-2 | 9 | -3.1 | 12 | / | / | -0.5 | 29 | 0.7 | -20 | 0
COCCCN1C(=O)C(CC(=O)NCc2cccs2)CC(C(=O)N2CCOCC2)=C1C (stereo not drawn) | -5 | -1.1 | -2 | -0.9 | -5 | -0.7 | / | / | / | /
CCc1nc2ccccc2c(C(=O)Nc2ccc(F)cc2)c1C | 8 | -2.4 | 0 | 0.3 | -9 | -2.4 | 8 | -0.3 | 5 | -3

Quoted from the listing:
Under 3CLpro inhibitor, COc1ccc(CCNC(=O)Cc2ccc(Cl)cc2)cc1OC shows 3
Under Anthrax LF prot, Cc1ccc([N+](=O)[O-])cc1NC(=O)c1c(-c2ccccc2)noc1C shows 2

Remaining list, next part.
SMILES | Anthrax LF prot | BoNT A protease | Y pestis TopoI | TcdB GH inh | CCHF vOTU inh | BH1578 lux ind | VHR inh abs | PfHsp40 rescue | SSB-PriA inh | 3CLpro inhibitor
COC(=O)CCCC1=CC2=CC(=O)C(C)(OC(=O)c3cccs3)C(=O)C2=CN1Cc1ccc2c(c1)OCO2 (stereo not drawn) | -2 | 2.3 | -5 | -1.8 | -3 | i | 0 | 0.3 | -5 | /
CC(C)N(C)C1CCN(C(=O)Nc2ccc(Cl)cc2)CC1 | -6 | -2.8 | -5 | / | 1 | -0.2 | 34 | -1.3 | -8 | 1
CC1=C(C(=O)Nc2ccccc2C)C2(CCCC2)C(C(N)=O)C(=O)N1 (stereo not drawn) | 2 | -0.5 | 8 | / | 4 | 1.8 | 7 | -0.3 | -18 | -3
COc1ccc(/C=N/NC(=O)CCC(=O)Nc2ccc(F)cc2)c(OC)c1 | 12 | -1.6 | -2 | 1.0 | 17 | 1.4 | 7 | 2.1 | / | -1
CCCCN(C(=O)c1ccc(C)o1)c1c(N)n(CCCC)c(=O)[nH]c1=O | 4 | -0.7 | -10 | 1.7 | -6 | i | / | -0.5 | -3 | /
COc1ccc2ncccc2c1Cc1c(OC)ccc2ncccc12 | -2 | -0.1 | -2 | 2.1 | 5 | 2.9 | / | 4.0 | -2 | /
O=C(COC(=O)c1ccccc1Cl)NC1CCCCCC1 | 0 | 0.1 | 15 | 5.1 | -2 | -3.2 | / | 0.8 | -12 | /
Cc1ccc(OCC(=O)N2CC(C)OC(C)C2)c([N+](=O)[O-])n1 (stereo not drawn) | -2 | -0.4 | 4 | -0.9 | 14 | i | 20 | -1.1 | -1 | -3
COc1ccc(CCN2CCCC(CN(C)Cc3cccc(OC)c3)C2)cc1 (stereo not drawn) | 6 | 1.9 | 18 | 0.1 | -9 | -0.2 | 26 | 0.7 | 0 | 2
Fc1ccc(OCCCn2ccnc2)cc1 | 0 | -0.9 | -1 | -2.4 | -5 | i | 1 | -0.9 | 6 | 2
COc1ccc(C(=O)N2CCNC(=O)C2CC(=O)Nc2ccc(C)c(C)c2)cc1 (stereo not drawn) | 0 | 2.3 | -10 | 0.0 | -4 | 0.8 | 23 | 0.1 | -8 | -1
COC(=O)c1cc(=O)nc(NNC(C)=O)s1 | -5 | -0.4 | / | 0.7 | 10 | / | / | / | / | /
NNC(=O)c1cccc(S(=O)(=O)Nc2cccc(C(F)(F)F)c2)c1 | -3 | 1.3 | -1 | -3.4 | -4 | -0.3 | 13 | 0.6 | -13 | 2
O=C(NCCCN1CCc2ccccc2C1)C1CCN(S(=O)(=O)N2CCC3(CC2)OCCO3)CC1 | 0 | -1.5 | 18 | 0.7 | 5 | -0.1 | 4 | -0.9 | -5 | 1
O=C(CCCn1c(=S)[nH]c2cc3c(cc2c1=O)OCO3)NCc1ccccc1Cl | 0 | -0.9 | -5 | 1.3 | 2 | -0.6 | -17 | 0.2 | -12 | 1

Exported with two lines to a compound: part of the list above.
The line under a structure holds: Anthrax LF prot	BoNT A protease	Y pestis TopoI	TcdB GH inh	CCHF vOTU inh	BH1578 lux ind	VHR inh abs	PfHsp40 rescue	SSB-PriA inh	3CLpro inhibitor
- COc1ccc2ncccc2c1Cc1c(OC)ccc2ncccc12
    -2	-0.1	-2	2.1	5	2.9	/	4.0	-2	/
- COC(=O)CCCC1=CC2=CC(=O)C(C)(OC(=O)c3cccs3)C(=O)C2=CN1Cc1ccc2c(c1)OCO2 (stereo not drawn)
    -2	2.3	-5	-1.8	-3	i	0	0.3	-5	/
- Cc1ccc(OCC(=O)N2CC(C)OC(C)C2)c([N+](=O)[O-])n1 (stereo not drawn)
    -2	-0.4	4	-0.9	14	i	20	-1.1	-1	-3
- COc1ccc(/C=N/NC(=O)CCC(=O)Nc2ccc(F)cc2)c(OC)c1
    12	-1.6	-2	1.0	17	1.4	7	2.1	/	-1

The list goes on.
SMILES | Anthrax LF prot | BoNT A protease | Y pestis TopoI | TcdB GH inh | CCHF vOTU inh | BH1578 lux ind | VHR inh abs | PfHsp40 rescue | SSB-PriA inh | 3CLpro inhibitor
c1ccc2c(c1)CCNC2c1ccncc1 (stereo not drawn) | / | / | -2 | 1.4 | 9 | 0.9 | 8 | 1.8 | -1 | 3
N/C(=N\OC(=O)COc1ccc(Cl)cc1)c1ccc(Cl)cc1 | 2 | -0.1 | -2 | 0.3 | 3 | i | 0 | 0.1 | / | 4
O=C(CNc1ccccc1)N/N=C/c1ccc2c(c1)OCO2 | -2 | -1.0 | -6 | 0.9 | -6 | i | 8 | 0.9 | / | -6
CC1=C(C(=O)O)N2C(=O)C(NC(=O)c3nn(C)cc3[N+](=O)[O-])C2SC1 (stereo not drawn) | -2 | 1.5 | 0 | 0.0 | -1 | i | 24 | 19 | -9 | 4
Cc1nnc(SCC(=O)NCC2CCCO2)n1-c1ccccc1 (stereo not drawn) | 4 | 0.5 | -1 | / | 7 | -0.3 | 15 | 0.6 | -4 | 2
Brc1c(-c2ccc3c(c2)OCO3)nc2ncccn12 | -5 | -0.4 | 4 | 1.7 | -2 | i | 26 | 0.3 | 0 | -1
CCOC(=O)N1CCC(c2[nH][nH]c(=O)c2C)CC1 | -6 | -0.2 | -7 | / | 6 | i | 11 | -0.4 | -8 | -2
CC(C)(C)OC(=O)[C@H](Cc1ccccc1)NC(=O)c1nc[nH]c1C(=O)N1CCN(c2ccccc2)CC1 | -1 | -0.1 | 8 | 1.4 | 18 | -0.7 | 20 | 0.6 | 23 | 0
C=CCn1c(=O)[nH]c2cc(C(=O)N3CCN(c4cc(C)ccc4C)CC3)ccc2c1=O | -2 | 0.0 | 9 | / | 7 | 1.7 | 20 | 0.2 | -12 | 2
COc1ccc(-c2[nH]ncc2-c2cnn(-c3ccccc3)c2)c(O)c1 | -1 | 0.4 | -3 | / | 2 | i | 17 | 4.3 | 13 | 1
CCC1(O)C(=O)OCc2c1cc1n(c2=O)Cc2cc3c(N)cccc3nc2-1 (stereo not drawn) | -4 | -0.6 | 2 | 2.2 | 3 | -5.6 | / | -1.0 | -5 | /
Cc1ccc(C(=O)N2CCCC2)cc1S(=O)(=O)Nc1ccccc1 | 1 | -0.3 | 3 | / | 12 | i | -12 | 0.1 | -21 | -12
